Polio RdRp inh – poliovirus RdRp elongation inhibitors, primary screen, biochemical, fluorescence polarization, total intensity. Genome polyprotein (Poliovirus type 1 (strain Mahoney)), P03300. poliovirus polymerase elongation; active compounds read low. % elongation, % (compound at 16.7 µg/mL). hit rate 0.66% among 150,000. AID 588519, 2011; in the data active = % elongation below about 90%; also: some results filed as inactive read as strong as hits
Target sequence (P03300 1749-2209 limits assumed): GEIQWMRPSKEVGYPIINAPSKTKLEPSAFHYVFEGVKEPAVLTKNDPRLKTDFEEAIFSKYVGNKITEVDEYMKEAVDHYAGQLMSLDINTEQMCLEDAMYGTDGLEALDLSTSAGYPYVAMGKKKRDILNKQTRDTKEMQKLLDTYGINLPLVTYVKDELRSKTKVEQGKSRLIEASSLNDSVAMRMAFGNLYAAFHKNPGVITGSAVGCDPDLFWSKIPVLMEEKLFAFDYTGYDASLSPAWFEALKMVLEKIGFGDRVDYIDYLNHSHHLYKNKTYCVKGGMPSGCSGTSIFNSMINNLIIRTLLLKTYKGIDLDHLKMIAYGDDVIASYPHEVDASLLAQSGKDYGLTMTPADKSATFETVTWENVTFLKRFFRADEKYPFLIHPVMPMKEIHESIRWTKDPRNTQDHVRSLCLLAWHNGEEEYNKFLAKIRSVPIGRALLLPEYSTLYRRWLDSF
Polio RdRp inh FP z-score – also measured in Polio RdRp inh; calls as there; z-score; measured here: FP z-score; hits read low
Starred values were filed as active, the others as inactive. Only part of the results is shown; the hit share may differ from the screen's.

SMILES	Polio RdRp inh	Polio RdRp inh FP z-score
CC(CC(=O)O)CC(=O)Nc1ccccn1 (stereo not given)	99	-0.4
CC(=O)Nc1ccc(C(=O)Nc2ccccn2)cc1	109	2.1
Cc1ccc(-c2nc(CSc3nnc(C)n4c3cc3occc34)c(C)o2)cc1	107	-0.1
CN(C)CCNC(=O)C1CCN(c2nc3ccccc3[nH]2)CC1	108	0.2
Cc1ccc(/C=N/NC(=O)Cn2ccc(C(F)(F)F)n2)o1	103	0.2
O=S(=O)(c1ccc2c(c1)C(=NO)c1cc(S(=O)(=O)N(CCO)CCO)ccc1-2)N(CCO)CCO	103	0.3
O=C(NCCCN1CCCCCC1)c1ccc2c(c1)sc1nc(-c3ccccc3)cn12	97	-1.9
O=S(=O)(c1ccc2c(c1)CCCN2)N1CCCCC1	104	0.3
COc1ccc(NC(=O)Cn2nnc(C(=O)Nc3ccc(C)c(F)c3)c2N)cc1Cl	109	0.4
CC1CN(CC(=O)N2CCNC2=O)CC(C)O1 (stereo not given)	101	-0.5
CCn1c(C)nc2cc(-c3nc4c5c6c(sc5ncn4n3)CCCC6)ccc21	115	1.2
Cc1ccc(C(=O)N2CC(=O)Nc3ccc(Br)cc3C2c2ccc(F)cc2)cc1C (stereo not given)	109	0.6
O=C(COC(=O)Cc1cccs1)Nc1ccccc1	105	0.4
O=C(Nc1ccc(NC(=O)c2cccs2)cc1)c1ccc(Cl)cc1	111	0.7
C=CCSc1nc2ccccc2c(=O)n1-c1ccccc1	107	0.4
COc1ccc2nnc(-c3ccccc3)n2n1	100	-0.1
CC(=O)N/C(=N\OCc1ccc(Br)cc1)c1nonc1NC(C)=O	101	-0.1
CCCc1nc(SCC(=O)c2ccccc2Cl)[nH]c(=O)c1C	100	-0.4
CCCC(=O)N(Cc1nc2ccccc2c(=O)[nH]1)C1CCCC1	108	1.2
C/C(CN1C(=O)c2ccccc2C1=O)=N/NC(=O)c1ccccc1O	99	0
Clc1cccc(-n2ncc3c(NC4CCCC4)ncnc32)c1	100	-0.4
O=C1c2ccccc2NC(c2cccs2)N1c1ccccc1 (stereo not given)	102	-0.1
CCc1ccc2[nH]c(=O)c(CN(Cc3ccco3)Cc3nnnn3Cc3ccccc3)cc2c1	99	-1.1
CS(=O)(=O)N1CCN(C(=O)c2ccccc2)C1	99	-0.6
O=C(CCC1CCCCC1)Nc1nc2ccccc2s1	100	-0.1
SMILES	Polio RdRp inh	Polio RdRp inh FP z-score
Cc1nn(C2CC(=O)N(c3ccc(Cl)cc3)C2=O)c(C)c1C (stereo not given)	100	-0.3
COc1ccc(-c2cc(C(=O)N3CCN(c4ccc(F)cc4)CC3)no2)cc1OC	106	0.5
Cc1ccc(Cc2nc3ccccc3nc2SCC(=O)N2CCc3ccccc32)cc1	102	-0.9
Cc1csc(SCc2ccccc2C(=O)OCC(N)=O)n1	106	0.4
Cc1cc2ncn(CCOc3ccccc3)c2cc1C	104	-0.1
CCCCCn1c(=O)c2ccccc2n2c(CN3c4cccc5cccc(c45)S3(=O)=O)nnc12	103	0
CCOc1ccc(CCNC(=O)C2CCCN(S(=O)(=O)N(C)c3ccc(F)cc3)C2)cc1 (stereo not given)	105	-0.5
O=C(CCN1CCOCC1)Nc1c(-c2ccccc2)c2cc(Br)ccc2[nH]c1=O	101	0.2
COc1ccc(NC(=O)c2cc3c(s2)-c2ccccc2SC3)cc1	104	0.6
COc1ccc(Cl)cc1NC(=O)c1nc(S(C)(=O)=O)ncc1N(Cc1ccc(C)cc1)Cc1ccco1	109	0.5
CCOC(=O)/C(C#N)=C/c1ccccc1	99	-0.6
CC(C)(C)c1ccc(S(=O)(=O)N2CCC(NC(=O)c3ccco3)CC2)cc1	100	-0.9
S=C1NCCN1CCOc1ccccc1	100	-0.5
O=C(COc1ccc(Cl)cc1)Oc1cc(=O)[nH]c2ccccc12	99	-1.1
O=C(CSc1nc2ccccc2nc1-c1ccccc1)NCCN1CCOCC1	105	1
Cc1ccc(-n2c(SCC(=O)N3CCC(C)CC3)nc3c([nH]c4ccccc43)c2=O)cc1	109	0.4
CCC(=O)Nc1ncc2c(n1)CC(C)(C)CC2=O	100	-0.2
Cc1ccc([N+](=O)[O-])cc1S(=O)(=O)N1CCn2cccc2C1c1ccc(F)c(F)c1 (stereo not given)	104	-0.3
COc1cc(Br)c(CCNC(=O)c2ccco2)cc1OC	102	0.7
Cc1cc(C)cc(NC(=O)CSCn2nnc3c(=O)[nH]c(Cc4ccc(F)cc4)nc32)c1	105	-0.5
CCCCCOc1ccc(C(=O)CCC(=O)O)cc1	99	-0.1
O=C(O)CC(C(=O)O)n1c(O)c(/C=C2/C=Nc3ccccc32)sc1=S (stereo not given)	70	-12
CN(Cc1ccccc1)S(=O)(=O)c1ccc(F)c(C(=O)Nc2ccccc2C(F)(F)F)c1	112	1
CCn1cc(S(=O)(=O)c2ccc(C)cc2C)c(=O)c2cc(F)c(N3CCCCC3)cc21	109	0.3
Cc1ccc2nc(-c3ccc(NC(=O)COc4ccc(Cl)c(C)c4)cc3)sc2c1	101	-0.3
SMILES	Polio RdRp inh	Polio RdRp inh FP z-score
O=C(O)CCCc1nc(-c2ccccc2)no1	101	-0.3
CC(CCc1ccccc1)NC(=O)COc1ccc(-c2nnco2)cc1 (stereo not given)	105	0.3
CC(C)(C)NS(=O)(=O)c1ccc2[nH]c3c(c2c1)CCCCC3	102	0.9
CCN(CC)c1ccc(NC(=O)C2CCN(S(=O)(=O)c3c(C)noc3/C=C/c3ccccc3F)CC2)c(C)c1	104	-0.6
CC(Sc1cn(CCNC(=O)c2ccccc2F)c2ccccc12)c1ccccc1 (stereo not given)	106	0.3
CCCc1c(O)nc(SCC(=O)N(CC)CC)[nH]c1=O	102	0.1
Cc1cccc(OCC(=O)OCc2cc(=O)n3nc(-c4cccs4)sc3n2)c1	106	0.1
O=C(Cc1ccc(-c2ccccc2)cc1)NN1CCOCC1	99	-0.1
CN1CCN(Nc2oc(-c3ccc(F)cc3)nc2C#N)CC1	101	0
Cc1nn(-c2ccccc2)c2c1C(c1ccccc1)N1C=C(S(=O)(=O)N3CCCCC3)C=CC1=N2 (stereo not given)	101	-0.2
CN(C)CCNC(=O)c1ccc2c(c1)N(Cc1ccc(F)cc1)C(=O)c1ccccc1S2(=O)=O	100	-0.5
CC(=O)c1cccc(NC(=O)c2nc3ccccc3nc2N2CCCCC2)c1	107	0.2
CSc1nc2c(c(=O)[nH]1)C(c1ccc(C(C)C)cc1)C1=C(CC(C)(C)CC1=O)N2 (stereo not given)	98	-0.4
N#CCc1c(Cl)sc2ccc(Cl)cc12	104	0.1
Cc1c(NC(=O)c2ccc(N3CCC(C)CC3)c([N+](=O)[O-])c2)cccc1-c1nc2ccccc2o1	103	-0.1
CC(=O)N1CCOc2cc(S(=O)(=O)Nc3c(C)cccc3C(C)C)c(Cl)cc21	103	-0.6
Cc1c(C#N)oc2ccccc12	99	-0.4
C=CCC1(C2CCCC2)C(=O)NC(=O)NC1=O	103	0
Cc1cccc(NC(=O)CC23CC4CC(CC(C4)C2)C3)n1	102	0.1
CCc1ccc(C(=O)c2cn(CC(=O)Nc3ccc4c(c3)OCO4)c3cc(OC)c(OC)cc3c2=O)cc1	108	0.4
CC(=O)c1cccc(NC(=O)C2CCN(C(=O)c3cnn(-c4ccccc4)c3-n3cccc3)CC2)c1	112	0.4
N/C(=N\OC(=O)c1ccsc1)c1ccc(Br)cc1	103	1.4
N#Cc1ccc(COC(=O)c2cccnc2N2CCOCC2)cc1	100	-0.4
CN(C1CCCCC1)S(=O)(=O)c1ccc(NC(=O)C2COc3ccccc3O2)cc1 (stereo not given)	106	0.3
O=C(CP(=O)(O)CC(=O)c1ccccc1)c1ccccc1	101	0.1
SMILES	Polio RdRp inh	Polio RdRp inh FP z-score
CCCn1c(Cc2ccc(OC)c(OC)c2)nc2ccccc21	103	0.5
NC(=O)CSc1nnc(COc2cccc3ccccc23)o1	101	-0.3
O=C1CCCN1CN(C(=O)c1ccccc1)c1ccccc1	104	0.7
CCC12CN3CCN(CC(C3)/C1=N/NC(=O)c1ccncc1)C2	101	-0.1
CCOC(=O)c1noc2ncn(Cc3ccc([N+](=O)[O-])cc3)c(=O)c12	109	0.6
O=C(C1CCCN(S(=O)(=O)Cc2ccccc2)C1)N1CCc2ccccc21 (stereo not given)	103	0.5
CCc1ccccc1NC(=O)NCc1c(-n2cccc2)sc2c1CCCC2	105	1
CC(Nc1nc(F)cc(=O)[nH]1)C(=O)O (stereo not given)	102	-0.2
O=c1[nH]c(=O)n([C@@H]2O[C@H](CO)[C@@H](O)[C@H]2O)cc1Br	98	-0.3
O=C1NC(CCc2ccccc2)C(=O)N1CCOc1ccccc1 (stereo not given)	106	0.4
N#Cc1ccccc1NC(=O)COC(=O)c1oc2ccccc2c1CSC1CCCCC1	106	0.5
NCC(c1ccccc1)c1ccccc1	103	-0.2
COc1ccc(OC)c2sc(NC(=O)c3ccc(S(=O)(=O)N4CCCC4)cc3)nc12	111	0.8
O=C(NCc1cccnc1)c1nn(-c2ccc(F)cc2)nc1CO	107	0
COc1ccccc1C(=O)NC1CCN(c2ncccn2)CC1	102	-0.1
CCN(CC)C(=O)C(C(F)(F)F)C(F)(F)F	102	0
CC(C)N(Cc1ccccc1)C(=O)C1=CCN(S(=O)(=O)c2ccc(F)cc2)CC1	99	-1.9
CCC(c1nnc(SCc2ccc(C(=O)OC)o2)n1Cc1ccccc1)N(C)C (stereo not given)	100	-0.2
CCN(Cc1ccncc1)C(=O)c1ccc(I)cc1	103	0.5
CC(C)Oc1ccc(CNC(=O)c2ccc(CS(=O)c3cccc(Cl)c3)o2)cc1 (stereo not given)	103	-0.8
O=C(CSc1nc2ccccc2c(=O)n1CC1CCCO1)Nc1cccc(C(F)(F)F)c1 (stereo not given)	103	0.4
O=C(Nc1ccc2c(c1)CCC2)c1ccc(Cl)nc1	105	0.2
Cc1ccc(C(C)C)c(OCC(=O)Nc2ccc(C(=O)OC3CCCCC3)cc2)c1	101	-0.3
COc1ccc(OC)c(CNc2nc3ccc(C)cc3n3nnnc23)c1	106	-0.2
CCCCCn1c(=O)[nH]c2cc(C(=O)Nc3ccc(F)c(F)c3)ccc2c1=O	108	0.8
SMILES	Polio RdRp inh	Polio RdRp inh FP z-score
CCOC(=O)c1noc2ncn(CC(=O)Nc3cccc(C(F)(F)F)c3)c(=O)c12	97	-2.3
COc1ccc(Cl)cc1C(=O)Nc1sc2c(c1C(=O)OC(C)C)CCCC2	110	0.6
CCC(Sc1nc2c(sc3ccccc32)c(=O)n1CCc1ccc(OC)c(OC)c1)C(=O)N(CC)CC (stereo not given)	105	-0.5
CCOC(=O)N1CCN(Cc2nc3cc(NC(=O)c4ccccc4Cl)ccc3n2C(C)C)CC1	105	0.1
CCOc1ccc(C(=O)NCc2ccc3c(c2)CCN3C(=O)c2ccc(C)cc2)cc1OCC	104	-0.6
Nc1ccc(S(=O)(=O)NCCC2=CCCCC2)cc1	102	0
O=C1CC(C(=O)NCc2ccco2)C2(CCCCC2)O1 (stereo not given)	104	0.5
COc1ccccc1Cn1c(=O)c2cccnc2n(CC(=O)NCc2ccc(C)cc2)c1=O	100	-0.3
Cc1ccccc1N1CC(c2nc3ccccc3n2Cc2ccc(Br)cc2)CC1=O (stereo not given)	112	1
Cc1ccsc1CN(Cc1ccco1)c1cnc(S(C)(=O)=O)nc1C(=O)Nc1ccc(Cl)cc1	109	0.5
Cc1ccc(SC(C)C(=O)O/N=C(\N)c2ccccn2)cc1 (stereo not given)	102	1
Cc1ccccc1OCC(=O)Nc1cc(-c2cccc(Br)c2)nn1-c1ccccc1	114	1.5
CC1CCN(C(=O)c2cc3c(=O)[nH]c4ccccc4c3s2)CC1	98	-0.9
Cc1c(C)n(Cc2ccc(F)cc2)c2ccc(C(=O)Nc3ccc(Cl)cc3)cc12	107	0.1
NC(=O)c1ccccc1OCC(=O)N1CCCc2ccccc21	101	-0.3
CC(=O)Nc1ccc2c(c1)S(=O)(=O)c1cc(NC(C)=O)ccc1-2	100	-0.2
O=C(COc1ccccc1)Nc1ccc(OCc2cc(=O)n3ccsc3n2)cc1	112	1.2
COc1ccc(Cn2c(C(=O)O)c(CNC3CCCC3)c3ccc(OC)cc32)cc1	101	-1.1
Cc1ccc(C)n1NC(=O)c1ccc(Oc2ncnc3sccc23)cc1	100	-0.2
CCCCc1cc(=O)oc2c(C)c(OCC(=O)N3CCCC3)ccc12	102	-0.1
COc1ccc(/C=c2\sc3nc4cc(Br)cnc4n3c2=O)cc1	99	-0.4
CCOc1ccc(NC2=NCCC(=O)N2Cc2cccs2)cc1	101	-0.1

Assay outcomes deposited in PubChem by ICCB-Longwood Screening Facility, Harvard Medical School.
